Screening data (PubChem BioAssay)
PME-1 inh: PME-1 (human) inhibition; Q9Y570; recombinant PME-1, FP-Rh probe fluorescence polarization; inhibition, % at 5.9 µM; 0.53% of 320,000 active; AID 2130;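 active = inhibition above the campaign mean of all compounds plus 3 SD, cut at about 26% in these data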;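 note: competitive labeling of PME-1 active site by serine hydrolase directed probe; 0% = PME-1 with DMSO and 100% = wells lacking PME-1 enzyme; inhibitors block probe labeling so polarization falls and inhibition rises; many of its hits are not listed in these tables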
PAFAH2 inh: PAFAH2 (human) inhibition; recombinant PAFAH2, FP-rhodamine activity probe, fluorescence polarization; inhibition, % at 3.39 µM; 0.99% of 340,000 active;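 active = inhibition above the mean over all tested compounds plus 3 SD, cut at about 30% in these data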;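 note: inhibitors block probe labeling of enzyme so polarization drops; 0% = enzyme with DMSO and 100% = wells lacking PAFAH2 protein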
pPAFAH FP inh: pPAFAH (human) enzyme inhibition; recombinant pPAFAH, FP-rhodamine probe fluorescence polarization; inhibition, % at 3.39 µM; 1.5% of 330,000 active;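 active = inhibition above the mean inhibition across the screen plus 3 SD, cut at about 25% in these data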;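 note: inhibitors block binding of the rhodamine activity-based probe so polarization drops; 0% = enzyme with DMSO and 100% = wells lacking pPAFAH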
PAD4 FP inh: inhibitors of human PAD4. Q9UM07. recombinant PAD4, RCA probe fluorescence polarization. inhibition, % at 6.36 µM. 0.41% of 330,000 active. AID 485272;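 active = percent inhibition above a cutoff equal to the mean of all tested compounds plus 3 SD, cut at about 15% in these data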;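 note: 0% = PAD4 with RCA probe and DMSO and 100% = probe without PAD4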
PAFAH1B2 inh: blocks human PAF acetylhydrolase 1b catalytic subunit 2 | recombinant PAFAH1B2, FP-rhodamine activity probe, fluorescence polarization | inhibition, % at 3.39 µM | 1.2% of 340,000 active;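 active = inhibition above the mean of all tested compounds plus 3 SD, cut at about 24% in these data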;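 note: 0% = enzyme with DMSO and 100% = wells lacking PAFAH1B2; many of its hits are not listed in these tables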
Target sequence (P68402 whole entry, looked up): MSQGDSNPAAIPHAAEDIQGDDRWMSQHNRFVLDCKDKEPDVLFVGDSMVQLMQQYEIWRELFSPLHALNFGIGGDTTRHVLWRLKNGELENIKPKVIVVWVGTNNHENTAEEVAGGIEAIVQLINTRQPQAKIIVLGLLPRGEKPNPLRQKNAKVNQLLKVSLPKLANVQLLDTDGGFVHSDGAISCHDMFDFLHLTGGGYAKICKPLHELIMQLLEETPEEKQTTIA
PAFAH1B3 inh: PAFAH1B3 (human) inhibition | inhibition, % at 3.39 µM | 0.28% of 340,000 active | recombinant PAFAH1B3, FP-rhodamine probe, fluorescence polarization | AID 492972 | Q15102;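 active = inhibition above the screen-wide average of all tested compounds plus 3 SD, cut at about 25% in these data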;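 note: 0% = enzyme with DMSO only and 100% = wells lacking PAFAH1B3 protein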
Target sequence (Q15102 whole entry, looked up): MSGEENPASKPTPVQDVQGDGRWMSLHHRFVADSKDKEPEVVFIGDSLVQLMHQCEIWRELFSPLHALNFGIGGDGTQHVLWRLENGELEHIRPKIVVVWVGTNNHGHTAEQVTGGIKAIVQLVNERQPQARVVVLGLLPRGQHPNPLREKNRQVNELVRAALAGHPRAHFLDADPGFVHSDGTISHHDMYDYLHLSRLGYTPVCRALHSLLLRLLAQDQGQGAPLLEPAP
LYPLA2 inh: blocks human lysophospholipase 2, a PME1 counter-screen; recombinant LYPLA2, FP-Rh probe fluorescence polarization; AID 2177; inhibition, % at 5.9 µM; 0.38% of 320,000 active; O95372;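 active = inhibition above the screen-wide mean plus 3 SD, limit set per campaign, cut at about 26% in these data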;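 note: 0% = LYPLA2 with DMSO and 100% = wells lacking LYPLA2 enzyme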
Target sequence (O95372 whole entry, looked up): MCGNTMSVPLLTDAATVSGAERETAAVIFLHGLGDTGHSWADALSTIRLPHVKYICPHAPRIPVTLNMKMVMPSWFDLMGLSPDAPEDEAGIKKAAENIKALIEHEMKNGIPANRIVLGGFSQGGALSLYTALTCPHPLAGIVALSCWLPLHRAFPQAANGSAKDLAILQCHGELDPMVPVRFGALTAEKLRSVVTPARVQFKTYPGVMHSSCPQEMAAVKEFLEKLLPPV
GSTO1 inh: blocks human GSTO1 in RBBP9 counter-screen. P78417. recombinant GSTO1, activity-based probe fluorescence polarization. inhibition, % at 5.96 µM. 1.1% of 300,000 active. AID 1974;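 active = inhibition above the campaign mean inhibition plus 3 SD, cut at about 35% in these data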;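 note: 0% = GSTO1-1 with DMSO and 100% = wells lacking GSTO1-1 enzyme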
LYPLA1 inh: LYPLA1 (human) inhibition in PME1 counter-screen. recombinant LYPLA1, FP-Rh probe fluorescence polarization. inhibition, % at 5.9 µM. 0.16% of 320,000 active. AID 2174;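 active = inhibition above the mean of all tested compounds plus 3 SD, set per campaign, cut at about 14% in these data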;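 note: inhibitors block serine hydrolase probe labeling of LYPLA1 so polarization falls; 0% = enzyme with DMSO and 100% = wells lacking LYPLA1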
Target sequence (O75608 whole entry, looked up): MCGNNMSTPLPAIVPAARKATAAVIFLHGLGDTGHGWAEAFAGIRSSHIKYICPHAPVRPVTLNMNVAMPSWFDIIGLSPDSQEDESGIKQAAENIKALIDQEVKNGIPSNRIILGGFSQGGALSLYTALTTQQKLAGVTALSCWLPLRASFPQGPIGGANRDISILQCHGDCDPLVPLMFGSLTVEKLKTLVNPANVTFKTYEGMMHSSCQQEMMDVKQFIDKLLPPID
The depositor's hits bear a star; / = no result given.

SMILES	PME-1 inh	PAFAH2 inh	pPAFAH FP inh	PAD4 FP inh	PAFAH1B2 inh	PAFAH1B3 inh	LYPLA2 inh	GSTO1 inh	LYPLA1 inh
COc1cc(C(=O)Nn2c(O)c(C3=c4ccccc4=NC3=O)sc2=S)ccc1O	-5	4	6	-4	8	4	-10	20	-2
Cc1ccc(N2CC(=O)N(NC(=O)Nc3ccc(Cl)c(Cl)c3)CC2=O)cc1	3	-5	2	2	3	6	12	-5	0
Cc1sc(NC(=O)CSc2nnc(CCNC(=O)c3cccs3)n2C)nc1-c1ccccc1	4	-7	-16	-4	6	10	1	5	0
Cc1ccc(C(=O)NCCNC(=O)CN2CCOCC2)cc1	-1	3	7	-4	6	-6	6	14	0
CCC(COC)NC(=O)c1ccc(OC)c(OC2CCN(C(C)=O)CC2)c1 (configuration not stated)	0	-1	5	-2	4	6	0	3	-3
COc1ccc(C2/C=C\CN(C(=O)NC(C)C)CC(=O)N2Cc2ccc(F)cc2)cc1 (configuration not stated)	3	-2	2	-2	-5	0	-8	-1	-7
Cc1oc(CSCC2CCCO2)cc1C(=O)O (configuration not stated)	-7	-7	8	-3	6	5	3	1	-4
COc1cc(C(=O)NCCC(C)C)c([N+](=O)[O-])cc1OC	0	2	-8	-6	1	6	-4	-4	2
CCSc1nncn1/N=C/c1ccc(OC)c(OC)c1	2	1	-3	-2	1	5	6	-4	0
CCN1C(=O)/C(=C\N(C)C)S/C1=N\S(=O)(=O)c1ccc(C)cc1	1	0	-3	-1	-2	3	-6	-2	-4
CC(C)CCn1nnnc1C(C(C)C)N1CCC(C(N)=O)CC1 (configuration not stated)	0	-5	4	-2	-1	1	7	6	1
NC(CC(=O)NC(c1ccccc1)(c1ccccc1)c1ccccc1)C(=O)O (configuration not stated)	-2	-1	-6	-2	2	3	-2	5	-1
Nc1cc(=O)[nH]c(=S)n1-c1ccccc1	0	-8	-3	-2	0	2	0	2	3
COc1ccc(-n2ncc(C(=O)NC3CC3)c2C2CCN(C(=O)OC(C)(C)C)CC2)cc1	-6	1	7	0	-1	6	-5	1	-1
CCOc1ccc(N2C(=O)CC(N3CCN(C4CCc5ccccc5C4)CC3)C2=O)cc1 (configuration not stated)	-15	5	1	-6	6	1	3	4	-4
COC(=O)c1ccc(C)c(NC(=O)CN(c2cc(OC)ccc2OC)S(C)(=O)=O)c1	2	1	-3	1	1	-1	-2	5	-3
Cc1ccccc1/[N+]([O-])=C/c1ccncc1	-6	-7	2	4	7	-3	2	1	2
CN1C(=O)c2c(sc3c2CC(C)(C)SC3)N2CCN=C12	-8	4	2	-2	3	2	10	11	3
O=C(Nc1ccc([N+](=O)[O-])cc1)C1CC12CCC2 (configuration not stated)	2	-5	4	6	3	8	-1	4	-1
COC(=O)c1cc(S(=O)(=O)NCCc2ccc(C)cc2)c[nH]1	-5	-1	11	0	5	2	-1	27	1
Cc1ccc(C2=NN(C(=O)CSc3nccn3C)C(c3ccco3)C2)cc1 (configuration not stated)	-2	-4	5	-7	5	-2	-4	-7	0
CCOc1cccc(/C(O)=C2/C(=O)C(=O)N(CCN3CCOCC3)C2c2ccncc2)c1 (configuration not stated)	-7	/	-1	-4	/	/	6	9	2
O=C1c2ccccc2S(=O)(=O)c2cc(N3CCc4ccccc4C3)ccc21	2	/	4	2	/	/	18	-5	-2
COc1ccc(C2=NN(c3ccc(C(=O)O)cc3)C(c3ccc(OC)c(OC)c3)C2)cc1 (configuration not stated)	4	14	27*	-2	8	18	3	3	3
CCCCSc1nnc([C@H](CC(C)C)NC(=O)OC(C)(C)C)o1	-11	2	-1	-1	3	7	-1	6	-1
Cc1ccc(CN(C)C(=O)C2CCCN2C(=O)c2cccs2)o1 (configuration not stated)	1	3	7	1	2	6	3	2	-2
Cc1ccc(-c2[nH]c(-c3ccc(C(=O)O)cc3)nc2-c2ccccc2)cc1	4	2	31*	2	6	1	9	-24	11
OC(COc1cccc2ccccc12)CN1CCCC1 (configuration not stated)	-1	-13	0	1	8	0	3	2	-1
CN(C(=O)CSc1nc2[nH]ncc2c(=O)[nH]1)c1ccccc1	1	9	8	-1	6	1	7	-2	3
O=C(COC(=O)C1CCN(S(=O)(=O)c2ccc3c(c2)OCCO3)CC1)Nc1cccc2ccccc12	3	8	1	2	0	0	-1	2	0
CCOc1ccc(CN2CCN(CC3CC3)CC2CCO)cc1 (configuration not stated)	4	4	3	-1	8	15	-3	-3	0
COC(=O)C1(Cc2cc(-c3ccc([N+](=O)[O-])cc3)no2)CCN(C(=O)OC(C)(C)C)CC1	0	-7	1	-2	4	5	8	6	0
O=C(CSc1ccc(Cl)cc1)Nc1ccc(NC(=O)c2ccco2)cc1	-6	2	2	0	2	2	15	9	0
Cc1ccccc1NC(=O)CSC1=NCCN1	7	7	1	8	3	12	0	5	3
O=[N+]([O-])c1ccc(O)c(/C=N/NC(=S)Nc2ccc(Cl)cc2Cl)c1	10	45*	18	-2	42*	23	-1	17	5
O=C(NNC(=O)c1cccnc1)c1ccncc1	-7	4	3	3	3	1	1	-2	0
CCOc1cccc(CN2CCCC(N3CCc4ccccc4C3)C2)c1O (configuration not stated)	2	0	2	2	0	7	3	5	-2
COc1cc(C2=Nc3c(c(C)nn3-c3ccccc3)P(=O)(N3CCOCC3)O2)cc(OC)c1OC (configuration not stated)	3	7	-1	0	4	8	-4	9	-1
CC(C)(C)NCC(O)Cn1cc(C=O)c2ccccc21 (configuration not stated)	4	-4	0	8	0	-3	-3	2	0
Cn1nnc2cc(C(=O)Nc3cccnc3)ccc21	-5	2	3	1	5	5	3	2	2
CCCN(Cc1ccccc1)C(=S)Nc1ccc(C(C)=O)cc1	0	-1	-12	2	1	5	-4	-6	2
O=[N+]([O-])c1ccc(/C=N/Nc2nc(N3CCCCC3)nc(N3CCCCC3)n2)cc1	3	-3	2	5	7	-1	2	9	-2
CCOC(=O)C(=NCC1CCCO1)NNc1cc(Cl)ccc1Cl (configuration not stated)	-4	4	5	0	11	12	-3	-8	0
CC(C)NS(=O)(=O)c1ccc(CCC(=O)Nc2ccc3c(c2)OCO3)cc1	1	6	-1	-2	2	1	3	2	-2
CCOc1ccc(C(=O)CCN2CCOCC2)cc1	-8	2	2	-2	0	0	-2	-6	-2
COC(=O)C1=C(NC(=O)c2ccc(Br)cc2)CCS1	-3	2	-1	-3	5	4	1	4	2
O=C(O)c1cccnc1Oc1ccccc1	-3	5	-6	0	-2	5	2	4	3
COc1ccc2nc(NC(=O)CSc3nnnn3C3CCCCC3)sc2c1	2	-11	6	-3	-5	1	-6	8	-11
Cc1cccc(NC(c2ccc(O)cc2)c2ccc3ccc(C)nc3c2O)n1 (configuration not stated)	-1	0	6	1	3	-1	4	-4	-2
Nc1nc(CN2CCOCC2)cs1	-1	11	0	2	-1	6	-7	-5	0
O=C(N/N=C/c1ccc2cccc(OCc3ccccc3)c2n1)c1ccc(Br)cc1	-1	-31	-26	-1	-1	4	-57	-1	-29
CCCCN(C(=O)C(C)N1C(=O)c2ccccc2C1=O)c1c(N)n(CC(C)C)c(=O)[nH]c1=O (configuration not stated)	-7	-9	-7	-2	-3	4	-7	/	-1
CC(C)NCC(O)COc1ccc(Br)cc1 (configuration not stated)	0	-4	-8	1	0	7	-7	2	-1
Cc1nn(-c2ccccc2)c2c1C1(C(=O)N(C)c3ccccc31)C(C#N)=C(N)O2 (configuration not stated)	-1	-3	2	1	1	-3	3	37*	-1
N#CCSc1nnc(CNc2cccc(Cl)c2)o1	0	-2	4	-5	3	8	1	-10	4
O=C(Nc1ccc(S(=O)(=O)Nc2ncccn2)cc1)c1cc([N+](=O)[O-])ccc1Cl	0	3	-5	-3	5	9	6	1	-1
COc1ccc(N2CCN(C(=O)c3ccc(CS(=O)c4cccc(C)c4)o3)CC2)cc1 (configuration not stated)	-2	0	2	3	9	1	4	1	-5
Cc1cccc(N=C2NC(=O)/C(=C/c3cccnc3)S2)c1C	3	13	12	-1	1	7	6	-18	0
Cc1ccc(C(=O)C[n+]2cc(Br)cc(Br)c2)cc1[N+](=O)[O-]	-5	5	4	4	0	-8	-1	-3	2
Fc1ccccc1OCCCCCCN1CCCC1	0	-9	-4	-3	-1	2	2	2	2

Some of these compounds in order of number of heavy atoms, largest number first.
SMILES	PME-1 inh	PAFAH2 inh	pPAFAH FP inh	PAD4 FP inh	PAFAH1B2 inh	PAFAH1B3 inh	LYPLA2 inh	GSTO1 inh	LYPLA1 inh
CCCCN(C(=O)C(C)N1C(=O)c2ccccc2C1=O)c1c(N)n(CC(C)C)c(=O)[nH]c1=O (configuration not stated)	-7	-9	-7	-2	-3	4	-7	/	-1
COc1ccc(N2CCN(C(=O)c3ccc(CS(=O)c4cccc(C)c4)o3)CC2)cc1 (configuration not stated)	-2	0	2	3	9	1	4	1	-5
Cc1cccc(N=C2NC(=O)/C(=C/c3cccnc3)S2)c1C	3	13	12	-1	1	7	6	-18	0
COC(=O)C1=C(NC(=O)c2ccc(Br)cc2)CCS1	-3	2	-1	-3	5	4	1	4	2
N#CCSc1nnc(CNc2cccc(Cl)c2)o1	0	-2	4	-5	3	8	1	-10	4
CC(C)NCC(O)COc1ccc(Br)cc1 (configuration not stated)	0	-4	-8	1	0	7	-7	2	-1

(list continues)
SMILES	PME-1 inh	PAFAH2 inh	pPAFAH FP inh	PAD4 FP inh	PAFAH1B2 inh	PAFAH1B3 inh	LYPLA2 inh	GSTO1 inh	LYPLA1 inh
CN1c2ccc(Cl)cc2C(=O)NC1c1ccc([N+](=O)[O-])s1 (configuration not stated)	12	2	6	-5	3	2	-1	10	0
CSc1ccc(CNC(=O)Cc2ccc(NC(=O)C3=C(C)OCCS3)cc2)cc1	-5	-2	21	0	0	7	-1	-2	-3
CCOC(=O)N1CCN(C(=O)c2ccc(CNS(=O)(=O)c3ccc(NC(C)=O)cc3)cc2)CC1	3	10	0	3	2	7	2	-1	-1
CN(C(=O)COC(=O)c1cncc(Br)c1)C1CCCCC1	/	9	2	5	6	2	/	/	/
O=c1c2c(nc3cc(-c4cccc(F)c4)[nH]n13)CCC2	-21	6	5	-4	9	5	-4	-5	-3
O=C(O)c1ccc2c(c1)CC(c1ccccc1)OC2=O (configuration not stated)	-2	-7	1	2	0	-1	-9	5	0
CCNc1ccc(C(=O)OCC(=O)N2c3ccccc3NC(=O)C2(C)C)cc1[N+](=O)[O-]	3	3	2	0	3	3	1	0	2
CCn1cc(C(=O)NCc2ccccn2)c(=O)c2cc(F)c(N3CCN(C)CC3)cc21	1	5	4	3	1	6	1	-2	2
Cc1sc(Cc2nc(O)cs2)nc1-c1ccccc1	-2	/	12	-10	/	/	3	5	-2
Cc1ccc(S(=O)(=O)N2CCC[C@H]2C(=O)OCc2cc(=O)oc3cc(C)ccc23)cc1	/	4	7	0	5	6	/	/	/
O=C(CCNC(=O)c1ccc([N+](=O)[O-])cc1)Nc1ccccc1N1CCCCC1	2	5	1	2	7	2	-3	3	-2
CCN(c1ccccc1)S(=O)(=O)c1ccc(N)cc1	-2	3	2	-2	10	6	-5	4	-3
CC(C)(C)OC(=O)NC(Cc1ccccc1)C(=O)N1CCC(C(=O)NCC(=O)Nc2ccc(F)cc2)CC1 (configuration not stated)	-6	-2	4	-2	4	5	-4	0	-6
COc1cc(C(=S)N2CCOCC2)ccc1OS(=O)(=O)c1ccc(C)cc1	4	5	2	-1	2	8	-4	1	-1
O=C(/C=C/c1ccccc1Cl)N1CCN(c2ncccn2)CC1	2	3	-1	-4	1	2	1	-3	-1

Not all compounds are listed (hit frequency here may not be typical).
